Compound activity as filed in PubChem BioAssay.
MITF inh – MITF inhibitors, primary screen, biochemical, AlphaScreen, human; AID 1259374, 2018; actives 0.91% (n = 650,000); inhibition, % at 2.6 µM; AlphaScreen MITF homodimerization, bead proximity signal; in the data active = inhibition above about 50%;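 note: 0% = vehicle wells with protein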
Target sequence (O75030 whole entry, looked up): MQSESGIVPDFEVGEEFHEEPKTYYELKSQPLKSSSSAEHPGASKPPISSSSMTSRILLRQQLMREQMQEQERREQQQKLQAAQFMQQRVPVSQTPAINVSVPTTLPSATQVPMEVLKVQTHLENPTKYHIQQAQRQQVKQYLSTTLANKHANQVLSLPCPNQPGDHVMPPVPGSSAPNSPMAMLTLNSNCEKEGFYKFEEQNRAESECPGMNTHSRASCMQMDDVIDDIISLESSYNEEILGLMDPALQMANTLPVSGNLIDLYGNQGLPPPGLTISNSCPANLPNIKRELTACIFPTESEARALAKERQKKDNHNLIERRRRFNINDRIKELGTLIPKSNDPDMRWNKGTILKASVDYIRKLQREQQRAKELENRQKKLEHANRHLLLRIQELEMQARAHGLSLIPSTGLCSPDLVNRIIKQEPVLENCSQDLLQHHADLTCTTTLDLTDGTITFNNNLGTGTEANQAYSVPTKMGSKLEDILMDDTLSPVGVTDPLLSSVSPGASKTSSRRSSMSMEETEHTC
FBW7 activator – FBW7 E3 ligase activators, primary screen, biochemical, AlphaScreen, human; F-box/WD repeat-containing protein 7 (Homo sapiens), Q969H0; AlphaScreen FBW7–phospho-cyclin E peptide binding, activator screen; normalized activity (activation), % at 26.1 µM; actives 0.13% (n = 650,000); in the data active = normalized activity above about 1.9%;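 note: purified mutant Fbw7 with reduced substrate affinity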
GPR151 activ – activators of human GPR151, primary screen, cell-based, PathHunter beta-arrestin, luminescence; PathHunter beta-arrestin GPR151 cells; activation, % at 11.2 µM; actives 1% (n = 650,000); AID 1508602, 2020; in the data active = activation above about 4.9%;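 note: 0% = median of compound wells and 100% = cells with positive control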
Target sequence (Q8TDV0 whole entry, looked up): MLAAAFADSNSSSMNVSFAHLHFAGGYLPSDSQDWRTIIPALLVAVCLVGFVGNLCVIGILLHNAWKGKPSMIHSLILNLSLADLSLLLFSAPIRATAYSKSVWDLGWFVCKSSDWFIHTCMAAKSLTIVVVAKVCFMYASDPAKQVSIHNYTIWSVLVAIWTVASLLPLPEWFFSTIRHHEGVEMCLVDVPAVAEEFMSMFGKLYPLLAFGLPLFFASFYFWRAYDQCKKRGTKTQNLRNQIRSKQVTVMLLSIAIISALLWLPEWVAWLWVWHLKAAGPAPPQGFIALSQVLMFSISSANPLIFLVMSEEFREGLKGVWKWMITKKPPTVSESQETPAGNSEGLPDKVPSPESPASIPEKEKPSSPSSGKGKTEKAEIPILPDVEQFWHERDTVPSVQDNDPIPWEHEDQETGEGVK
TEAD-YAP inh – TEAD-YAP interaction inhibition, primary screen, TEAD-YAP interaction inhibitor project, luminescence, HEK-TIYL cells | inhibition, % at 9.12 µM | actives 1.4% (n = 640,000) | TEAD-Gal4/YAP UAS-luciferase luminescence; in the data active = inhibition above about 32%;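 note: 0% = median of test compound wells and 100% = reference inhibitor wells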
Active calls of the source: *; . = not tested or not shown; & = joins results of further samples.

canonical_smiles	MITF inh	FBW7 activator	GPR151 activ	TEAD-YAP inh
Cc1ccsc1/C=C1/N=C(c2ccc([N+](=O)[O-])cc2)OC1=O	-7.7	-0.1	-0.1	6.5
CCOc1ccc(C2=C(Cl)C=C(c3ccccc3C)c3ccccc3O2)cc1	0.3	0.3	-1.5	7.1
CC(C)C(NC(=O)C(C)(C)Oc1ccc(Cl)cc1)C(=O)O (stereo not given)	19.7	0.0	-0.3	10.3
CCOc1ccc(-n2c(=S)sc3c(=O)n(-c4ccccc4)c(SCC(=O)O)nc32)cc1	-8.9	0.0	-0.9	2.7
N#CC1=C2SCN(c3ccccc3)CN2C(=O)CC1c1cccc([N+](=O)[O-])c1 (stereo not given)	2.5	-0.1	-0.4	6.8
CN1CCN(c2nc(Nc3ccc(Cl)cc3)c3cnn(C)c3n2)CC1	-2.8	-0.1	-0.1	-7.0
CCCCOC(=O)Cn1cnc2ccc(Br)cc2c1=O	8.7	0.6	-0.4	0.7
CCC(=O)Oc1ccc2c(C(F)(F)F)cc(=O)oc2c1C	1.8	0.1	1.4	2.0
O=C(NCCOc1cccc2ccccc12)c1ccc(CSC2CCCCC2)cc1	9.3	-0.1	1.2	1.3
CC(Nc1nc(-c2ccccc2)c2cc(Br)ccc2n1)C(=O)O (stereo not given)	8.2	0.1	-1.1	-2.5
O=c1oc(-c2ccccc2)nc2ccc(Cl)cc12	3.8	-0.1	-8.0	2.8
Cc1noc(C)c1-c1cc(C(=O)NCCO)ccn1	4.5	0.3	0.6	-7.2
COc1ccc(-c2nn(-c3ccccc3)cc2/C=C(/C#N)C(N)=O)cc1[N+](=O)[O-]	6.2	0.0	-0.1	-1.8
Cc1ccsc1CN1CCN(Cc2ccc3c(c2)OCO3)CC1	55.7*	-0.1	0.3	0.3
COc1ccc(-c2c3c4n(c(-c5ccc(Br)cc5)nn4c2C(=O)Nc2ccc(Cl)cc2)CCCC3)cc1	5.8	0.1	0.2	-1.5
COc1cccc(CNc2ccc3cn[nH]c3c2)c1OC	14.8	0.4	-0.8	-8.6
CCN(CC)S(=O)(=O)c1ccc(Sc2nc(C)cs2)nc1	4.9	0.0	0.1	-14.4
COc1cc2nc(SCC(=O)Nc3cc(C(F)(F)F)ccc3Cl)n(Cc3ccc(Cl)cc3)c(=O)c2cc1OC	1.4	0.0	-0.6	0.7
COc1ccc(-c2cn3c(CC(=O)NCCc4ccccc4OC)csc3n2)cc1	-8.2	0.0	-1.5	-1.6
S=C(NC1CC1)N1CCN(c2ncccn2)CC1	6.2	0.2	1.4	5.8
Cc1ccc(C(=O)NC(C)Cc2cccs2)c(C)c1 (stereo not given)	4.0	0.1	-7.3	87.5*
CCOc1ccc(S(=O)(=O)/N=C2\C=CC(=O)c3ccccc32)cc1	-7.8	0.0	0.7	0.1
Cc1cc(C(=O)Nc2ccccc2C)n(-c2ccccc2)n1	-2.1	0.0	1.0	-25.7
CCOc1cc(/C=C2/C(=N)N3N=C(C(F)(F)F)SC3=NC2=O)ccc1OCCOc1ccccc1Cl	9.8	0.2	-0.8	13.5
Cc1sc(NC(=O)CN(Cc2ccc(F)cc2)C(=O)c2ccncc2)c(C(N)=O)c1C	-2.6	0.0	-1.2	2.4
CCN(CC)S(=O)(=O)c1ccc(NC(=O)/C(C#N)=C/c2ccc(OC(F)F)cc2)cc1	12.3	0.5	-0.4	-3.7
CN=C1SC(CC(=O)Nc2ccccc2OC(F)F)C(=O)N1C (stereo not given)	7.2	0.1	-1.7	13.4
CC(=O)c1cccc(NC(=O)Cn2nc(-c3ccccc3Cl)ccc2=O)c1	-1.7	0.0	-0.2	0.0
COc1cc(C2C3=C(CCCC3=O)Nc3nc(SC)[nH]c(=O)c32)cc(OC)c1OC (stereo not given)	4.4	-0.3	0.6	0.9
CCOCCCNc1nc(=S)[nH]c2cc(OC)c(OC)cc12	6.2	0.1	0.5	-1.3
CC(C)/C(O)=C1/C(=O)O[C@@H](c2ccoc2)[C@]2(C)C(O)[C@@H](O)[C@@]34OC5(C)OC67CC(C)(C(O)[C@]6(O)[C@@H](O)[C@]3(O5)C12)[C@H](CC(=O)O)[C@]74C (stereo not given in full)	17.8	0.0	-1.0	-1.3
NC(=O)C1CCN(C(=O)c2cc(-c3ccccc3)on2)CC1	-20.0	0.1	-0.7	-11.0
COc1cc(C(=O)N2N=C(c3ccccc3)CC2c2ccccc2[N+](=O)[O-])cc(OC)c1OC (stereo not given)	17.7	0.1	0.6	-3.9
CCC(=O)N/C(N)=N/c1nc(C)c2cc(C)ccc2n1	3.9&5.2	0.0&0.3	0.9&-0.7	-63.1&-64.6
O=C1CSC(c2cccs2)N1c1ccccc1 (stereo not given)	6.3	0.2	0.0	3.0
COc1cccc2cc(-c3nnc(SCC(=O)Nc4ccc(F)cc4)n3C)oc12	5.9	-0.1	0.3	-3.2

Structures shown so far that contain two or more sulfur atoms, in the order listed:
canonical_smiles	MITF inh	FBW7 activator	GPR151 activ	TEAD-YAP inh
CCOc1ccc(-n2c(=S)sc3c(=O)n(-c4ccccc4)c(SCC(=O)O)nc32)cc1	-8.9	0.0	-0.9	2.7
CCN(CC)S(=O)(=O)c1ccc(Sc2nc(C)cs2)nc1	4.9	0.0	0.1	-14.4
O=C1CSC(c2cccs2)N1c1ccccc1 (stereo not given)	6.3	0.2	0.0	3.0

Additional results follow:
canonical_smiles	MITF inh	FBW7 activator	GPR151 activ	TEAD-YAP inh
COc1ccc(CNc2nc(-c3cccnc3)nn2C(=O)c2cccs2)cc1	8.7	0.0	-0.4	9.8
CCOC(=O)N1CCN(Cc2c(NC(C)=O)sc3c2CCCC3)CC1	9.6	-0.1	1.5	12.6
C(=N\Nc1cccc2cccnc12)/c1ccccn1	38.2	0.0	-3.3	24.1
CCCc1ccc(C(=O)/C=C/N(C)C)cc1	-7.1	-0.1	5.7*	-5.3
Cc1ccc(S(=O)(=O)NC(CC(=O)O)c2ccccc2)c(C)c1 (stereo not given)	13.5	0.3	-1.9	13.0
CCN1CCN(CC(O)COc2cc(C)cc(C)c2)CC1 (stereo not given)	18.3	0.6	0.8	2.6
Nc1nccc(-c2ccc3nc(C4Cc5ccccc5O4)[nH]c3c2)n1 (stereo not given)	9.3	0.0	-0.5	-65.0
O=C(OC1CCOC1=O)c1cccc(Cl)c1Cl (stereo not given)	15.8	0.0	0.5	1.4
COc1cc(/C=C/c2ccccc2)ccc1OC(=O)c1c(OC)cccc1OC	4.3	0.3	0.0	6.8
CCCc1nn(CC(=O)N(Cc2cccnc2)C2CC2)c(=O)c2cc3ccsc3n12	24.3	0.0	0.4	-7.2
Cc1nn(-c2ccccc2)c2c1C(c1ccco1)C(C#N)=C(N)O2 (stereo not given)	3.6	0.0	-0.1	5.0
CCNc1nc(NCCOc2ccccc2)c2ncn(-c3ccsc3)c2n1	15.8	-0.2	-0.7	-4.6
COc1ccc(C2C(C(=O)OC(C)C)=C(C)N=c3s/c(=C/c4c[nH]c5ccccc45)c(=O)n32)cc1 (stereo not given)	-6.5	0.5	-1.8	-1.2
O=C(Cc1ccccc1)Nc1cc([N+](=O)[O-])ccc1O	11.4	0.0	-1.1	0.0
C=CCn1c(C2CCCCC2)nn(CN2CCN(CC)CC2)c1=S	1.3	0.1	-0.2	-1.1
COc1ccccc1/C=C/CN1CCN(CCO)CC1	38.8	0.0	0.4	0.3
CCCc1ccc(C(=O)N2CCC3(CC2)NC(=O)c2ccccc2O3)o1	8.0	-0.1	0.6	-3.8
CC(C)[C@H](C(=O)Nc1ccc(C(=O)NO)cc1)c1ccccc1	-21.3	.	-1.0	.
C[C@H]1NC(=O)[C@@H]2C[C@H](NCc3cccc(F)c3)CN2C1=O	4.5	-0.2	0.4	8.0
Cc1ccc2oc(-c3cccc(NC(=O)c4cc(Br)ccc4Cl)c3)nc2c1	14.4	0.1	-0.7	1.7
OC(Cn1c(-c2ccccc2)nc2ccccc21)Cn1c2ccccc2c2ccccc21 (stereo not given)	8.3	0.2	0.6	-11.6
CCOc1cccc2cc(-c3csc(Nc4ccc(OC)c(OC)c4)n3)c(=O)oc12	-4.0	-0.1	1.3	-8.3
CCCCCOC(=O)C1=C(C)NC2=C(C(=O)CCC2)C1c1ccccc1OC (stereo not given)	-2.1	0.2	-0.1	10.0
O=[N+]([O-])c1cccc(C2SCCN2S(=O)(=O)c2ccc(-c3ccccc3)cc2)c1 (stereo not given)	-9.8	-0.1	-1.0	-9.6
CCc1ccc(CNC(=O)CN2N=C(c3ccc(C)cc3)CCC2=O)cc1	4.0	-0.1	0.2	5.7
Cc1ccc(/C(O)=C2\C(=O)C(=O)N(c3ccccn3)C2c2ccc(F)cc2)cc1 (stereo not given)	5.4	-0.1	0.1	-3.7
COc1ccc(-c2cc(C(=O)Nc3ccc(Br)cc3Br)c3ccccc3n2)cc1OC	-12.5	-0.1	-0.2	-3.2
O=C(Nc1cccc(Cl)c1)Nc1nnc(Cc2ccccc2F)s1	1.4	-0.1	1.2	-9.9
COc1ccc(S(=O)(=O)NCCc2csc(C)n2)cc1C	1.7	0.0	-0.8	1.6
CCCN1C(=O)c2ccccc2NC1c1ccc(OC)c(CSc2ccccn2)c1 (stereo not given)	5.3	-0.1	0.7	3.6
NC(=O)c1c(NC(=O)CN(Cc2ccc(F)cc2)C(=O)C2CCC2)sc2c1CCCC2	-10.8	-0.2	0.8	1.5
Cc1nnc(SCC(=O)Nc2ccc(Br)c(C)c2C)s1	-17.2	0.1	-0.4	-7.0
COc1ccc(OC)c(C2C3=C(CC(C)(C)CC3=O)Nc3ccccc3N2C(=O)c2ccccc2)c1 (stereo not given)	27.1	0.2	-0.8	10.2
CCOC(=O)c1sc(-c2ccccc2)cc1NC(=O)c1ccc(S(=O)(=O)N2CC(C)OC(C)C2)cc1 (stereo not given)	2.6	-0.3	0.8	2.1
O=C(Cn1nnc(-c2ccc(N3CCOCC3)cc2)n1)NCCc1c[nH]c2ccccc12	-0.7	-0.2	0.2	-44.1
Cc1cccc(N2C(N)=C(C#N)C(c3ccc(C(C)(C)C)s3)C3=C2CC(C)(C)CC3=O)c1 (stereo not given)	7.3	0.0	-0.2	3.9
COc1cc2ccccc2cc1C(=O)Nc1ccc(O)cc1	6.3	0.5	-3.0	-43.5
CCOc1cccc(-c2cc(C(=O)N/N=C(\C)c3ccccc3O)[nH]n2)c1	21.9	0.1	-1.2	-13.9
O=c1[nH]c(Cc2ccccc2)nc2sc3c(c12)CCCC3	3.4	0.0	0.0	14.8
Cc1ccc(NC(=O)C2CC(=O)N(c3ccc(OC(C)C)cc3)C2)cc1 (stereo not given)	-9.1	0.1	-0.8	-1.5
CCOC(=O)c1cccc(-c2ccc(/C=C3\Sc4ccccc4C3=O)o2)c1	15.5	-0.1	-0.2	2.8
O=C(CNC1CCCc2ccccc21)NCc1ccco1 (stereo not given)	32.5	-0.2	0.1	-3.3
Cc1cccc(C(=O)NCc2ccc(S(N)(=O)=O)cc2)c1[N+](=O)[O-]	6.0	-0.1	0.1	1.4
CCOC(=O)c1oc2ccccc2c1NC(=O)c1cccc(F)c1	4.7	-0.1	-0.2	-6.8
COc1ccc(C2=NN3C(C2)c2cc(Cl)ccc2OC32CCCC2)cc1 (stereo not given)	-9.1	0.0	-0.6	-44.1
CC(C)(C)C(=O)Nc1nc2ccccc2s1	2.8	-0.1	-0.8	-28.5
Cc1cc(Br)ccc1OCC(=O)NCCN1CCOCC1	-5.3	-0.1	-0.3	-1.9
CC(=O)Oc1ccc(/C=C(/NC(=O)c2ccccc2Cl)C(=O)Nc2ccc([N+](=O)[O-])cc2)cc1	-4.2	0.0	0.6	6.8
CC1(C)C2CC=C(COCC(O)CNCc3cccnc3)C1C2 (stereo not given)	62.5*	0.0	2.7	2.3
CCOC(=O)C1=C(C)N=c2s/c(=C\c3ccc(-c4ccc(Cl)c([N+](=O)[O-])c4)o3)c(=O)n2C1c1ccc2c(c1)OCO2 (stereo not given)	0.9	0.1	-0.4	-6.0
CCC(=O)N1c2ccccc2-c2nnc(SC)nc2OC1c1ccccc1 (stereo not given)	5.3	0.0	0.0	12.4
CC(C)(C)CC(=O)Nc1nnc(SCC(=O)N2CCCCC2)s1	0.4	0.1	1.5	11.7
COc1ccc(-c2nc3s/c(=C\c4ccc(OCC(N)=O)cc4)c(=O)n3n2)cc1OC	-12.3	0.0	-0.7	-5.8
Nn1cnn2c(SCC(=O)c3ccccc3)nnc12	-9.6	-0.2	2.1	-2.9
CCOc1c(O)ccc(-c2nn[nH]n2)c1[N+](=O)[O-]	3.1	-0.3	-0.4	-3.8
O=C(Oc1ccc(Br)cc1C(=S)N1CCCCC1)c1cccc2ccccc12	-0.2	-0.3	-0.4	0.9
Cc1ccc(C(C)C)c(OCC(=O)Nc2ccc3nn(-c4ccc(Cl)cc4)nc3c2)c1	19.9	0.2	0.4	3.7
COc1ccc(OC)c(NC(=O)Cc2coc3ccc(C)cc23)c1	-11.5	0.0	-0.5	2.1
